CBFb-RUNX1 inh = CBF-beta/RUNX1 interaction disruption. AlphaScreen CBFb-His/RUNX1-biotin binding, biochemical. Q01196+Q13951. Potency, µM (titrated, usually from 59.8 µM), for the others: top-dose activity, negative = inhibition, usual class: inhibitors. 230,000 tested, under 10 active; also: % of control where 0% means no effect
Target sequence (Q01196 whole entry, looked up): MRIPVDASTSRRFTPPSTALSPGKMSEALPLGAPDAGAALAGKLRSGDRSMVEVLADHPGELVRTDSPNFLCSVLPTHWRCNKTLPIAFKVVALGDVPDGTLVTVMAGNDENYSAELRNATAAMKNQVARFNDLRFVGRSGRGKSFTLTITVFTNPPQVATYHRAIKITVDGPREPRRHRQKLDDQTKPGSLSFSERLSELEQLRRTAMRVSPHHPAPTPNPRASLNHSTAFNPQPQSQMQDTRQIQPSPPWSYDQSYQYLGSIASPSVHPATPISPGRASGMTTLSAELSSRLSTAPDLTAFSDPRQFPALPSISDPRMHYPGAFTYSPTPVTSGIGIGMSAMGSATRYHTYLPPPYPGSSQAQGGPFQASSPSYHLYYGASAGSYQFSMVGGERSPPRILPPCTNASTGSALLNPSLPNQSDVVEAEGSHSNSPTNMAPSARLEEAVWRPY
Target sequence (Q13951 whole entry, looked up): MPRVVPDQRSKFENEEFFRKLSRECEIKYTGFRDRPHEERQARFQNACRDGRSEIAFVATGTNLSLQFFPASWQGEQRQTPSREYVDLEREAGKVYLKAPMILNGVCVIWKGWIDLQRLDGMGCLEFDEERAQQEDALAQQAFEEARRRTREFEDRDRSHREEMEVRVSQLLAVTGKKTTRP
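CBF-beta (His) and RUNX1 (biotin), 30 nM each; 20 min preassociation; + compound, 15 min; + beads 50 ng each (Ni, streptavidin), 90 min; RT; AlphaScreen read.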
Lamin A splicing = changes lamin A minigene splicing in HeLa cells | HeLa LMNA splicing GFP/RFP minigene ratio, 48 h | Potency, µM (titrated, usually from 46.1 µM), inactives show top-dose ratio change, negative = inhibition, actives largely listed as inhibitors | actives 0.01% (n = 200,000) | AID 1487; active = well fitted inhibition curve with a large enough effect in the signal ratio, with a control signal flat, not every such curve was filed as active; inconclusive = small, poorly fitted or top-dose-only effect, or effect the other way, or a change in a side signal; the % refers to the signal ratio; also: potency is read from the fitted curve at half-maximal effect; % is scaled to controls: 0 for no effect and ±100 for the full control effect
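S3 HeLa stable clones carrying a lamin A-EGFP splicing minigene plus DsRed2 were seeded at 600 cells/well in Opti-MEM with 2% FBS, pin-dosed and incubated 48 h at 37°C. Acumen cytometry (488 nm) gave the GFP/RFP total-intensity ratio.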
Luc counter = Kinase-Glo luciferase inhibition (counter-screen); Kinase-Glo luciferase, ATP luminescence, 8 min; AID 1379; Potency, µM (series often up to 38.3 µM), for inactives: at the top dose activity change, negative = inhibition, actives largely listed as inhibitors; Q27757; actives 0.28% (n = 200,000); also: potency is read from the fitted curve at half-maximal effect; % is scaled to controls: 0 for no effect and ±100 for the full control effect; nearly all actives have a fitted effect of over 60% in size
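Light output from Kinase-Glo luciferase with luciferin and 10 uM ATP in 50 mM imidazole pH 7.2, KCl, MgCl2, Tween 20, BSA; compound pin-delivered, 8-min ambient incubation, then luminescence read.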
HTT ATP protect = Huntington cell model cytoprotection by ATP luminescence; PC12 HTT-Q103 induced, cytoprotection, ATP luminescence, 40 h; Potency, µM (top dose mostly 56.4 µM), for the others: cytoprotection (ATP increase), actives largely listed as activators; actives 0.14% (n = 230,000);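 also: potency is read from the fitted curve at half-maximal effect; % of control where 0% means no effect; nearly all actives have a fitted effect of over 45% in size; toxic huntingtin expression switched on by the ecdysone agonist tebufenozide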
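ATP quantification (ATPlite) reports survival of PC12 cells in which tebufenozide, 100 nM final, switches on Htt exon 1 with 103 glutamines linked to GFP; compounds are titrated.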
SMN2 splice enh = increases expression of the SMN2 splice variant. HEK293 SMN2-luciferase splicing reporter, luminescence, 30-36 h. Potency, µM (doses to about 46.1 µM), for the others: at the top dose activity change, positive = activation, hits mostly activators. actives 2.8% (n = 210,000); also: potency is read from the fitted curve at half-maximal effect; % of control where 0% means no effect; nearly all actives have a fitted effect of over 55% in size
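HEK293 cells carry an SMN2 minigene-luciferase reporter in which exon 7 inclusion puts luciferase in frame. Cells were seeded at 2000 cells/well, attached for 10-12 hours, then exposed to compounds for 30-36 hours at 37C before ONE-Glo luminescence.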
HTT aggregate = inhibitors of mutant huntingtin aggregate formation in PC12 cells; PC12 HttQ103-GFP aggregates, Acumen cytometry, 40 h; Potency, µM (series often up to 46.1 µM), for inactives: top-dose activity change, negative = inhibition, hits mostly inhibitors; actives 1.1% (n = 220,000); also: potency is read from the fitted curve at half-maximal effect; % is scaled to controls: 0 for no effect and ±100 for the full control effect; nearly all actives have a fitted effect of over 60% in size
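Using laser scanning cytometry, GFP-positive aggregates were counted after lysis of PC12 cells induced with 100 nM tebufenozide to express HTT exon 1 Q103–GFP. Compounds were tested in titration.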
IMPase Li cell = membrane-permeable IMPase blocker, potentiated with lithium; CHO-M1 cells, IP1 TR-FRET (IP-One), carbachol + lithium; Potency, µM (doses to about 59.4 µM), inactives show at the highest dose activity, negative = IMPase inhibition, usual class: inhibitors; actives 0.35% (n = 210,000);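 also: IP1 builds up when IMPase is blocked and the TR-FRET signal falls; potency is read from the fitted curve at half-maximal effect; plate controls were basal vehicle for no effect and high inhibitor control for full effect; nearly all actives have a fitted effect of over 50% in size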
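Test compounds were applied to CHO-M1 cells previously cultured for 16–30 h at 2000 per well. A small lithium amount accompanied them; after 30 min at 37C, IP1 was quantified by TR-FRET.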
Numbers without * were called inactive; ? = inconclusive; nt = not tested or not shown; & = joins results of further samples; [ ] = another dose, or the depositor's remark. Unless noted, calls follow the shape of the dose curve; as a rule, active = well fitted curve in the direction sought with a large enough effect; inconclusive = small, poorly fitted or top-dose-only effect, or another doubt; inactive = no such curve, though single readings can be large; an effect the other way counts as inactive or inconclusive.

Each structure is followed by: CBFb-RUNX1 inh | Lamin A splicing | Luc counter | HTT ATP protect | SMN2 splice enh | HTT aggregate | IMPase Li cell
CCn1c(C)nc([N+](=O)[O-])c1C(=O)O
  1% | 1%[9.22 µM] | 3% | 10% | -12% | 14% | 3%
Cc1ccc(C(C)(C)C)c(OCCCCN2CCCC2)c1
  -4% | ? | 0% | nt | -1% | ? | 8%
CN(C)CCNC(=O)C(=O)NCC1OCCCN1S(=O)(=O)c1cccs1 (configuration not stated)
  10% | -5% | 1% | 21%[10 µM] | 3% | 8% | 0%
N#CC(c1ccc(Cl)cc1)c1cccc(Cl)n1 (configuration not stated)
  13% | 1%[46 µM] | -2% | 5%[10 µM] | -15% | -2% | -2%
CCCC1Cc2nc(N3CCCCC3)c(C#N)cc2CO1 (configuration not stated)
  ? | -1% | -6% | 3% | ? | -13% | 29%[38.3 µM]
COc1ccc(NC(=O)CSc2nnc(-c3ccccn3)n2N)cc1Cl
  -12% | -1% | 2% | -15%[0.074 µM] | -24% | 0% | -6%[38.3 µM]
O=C(O)CC(=O)NC12CC3CC(CC(C3)C1)C2
  3%&3% | 1%&10% | 1%&0% | -6%&16% | -16%&-11% | 0%&-2% | 17%&26%[38.3 µM]
CCn1c(SCC(=O)NCc2cccs2)nnc1-c1cccs1
  14% | -7% | -2% | 21% | ? | -7% | 23%[38.3 µM]
O=C(NNC(=O)c1sccc1-n1cccc1)c1ccc(F)cc1
  -4% | -5%[46 µM] | 5% | -2% | -3% | 15% | 6%
CC1(C(=O)NNC(=S)NCc2ccco2)CC1(Cl)Cl (configuration not stated)
  4% | 24%[46 µM] | -1% | 28%[10 µM] | -23% | 19%[9.22 µM] | 5%
Cn1cc(/C=C2/SC(=O)N(CC(=O)Nc3ccc4c(c3)OCO4)C2=O)c2ccccc21
  3% | ? | 2% | -31% | -13% | 23% | 1%[38.3 µM]
COc1ccccc1CN1CC2(CCN(S(=O)(=O)c3ccccc3)CC2)C1
  nt | nt | -6% | 1% | -8% | nt | 16%
Brc1ccc(-c2nnc(-c3ccccc3Br)o2)cc1
  -17% | 2% | -18% | -93%[inhibitor] | 14µM* | -29% | -12%[38.3 µM]
CCOC(=O)c1c(-c2cccc(C)c2)csc1NC(=O)C1CC=CCC1C(=O)O (configuration not stated)
  3% | ? | -7% | -6% | -6% | 26% | 6%[38.3 µM]
O=S(=O)(c1ccc(-n2cnnn2)cc1)N1CCC(N2CCCCC2)CC1
  1% | nt | nt | -24% | nt | 5% | 14%

Profiles, looked up by structure. Screens in order: CBFb-RUNX1 inh	Lamin A splicing	Luc counter	HTT ATP protect	SMN2 splice enh	HTT aggregate	IMPase Li cell
`CCn1c(SCC(=O)NCc2cccs2)nnc1-c1cccs1` in the list: 14%	-7%	-2%	21%	?	-7%	23%[38.3 µM]
`Brc1ccc(-c2nnc(-c3ccccc3Br)o2)cc1` in the list: -17%	2%	-18%	-93%[inhibitor]	14µM*	-29%	-12%[38.3 µM]

Among those listed so far, three contain a COOH group:
Each structure is followed by: CBFb-RUNX1 inh | Lamin A splicing | Luc counter | HTT ATP protect | SMN2 splice enh | HTT aggregate | IMPase Li cell
CCn1c(C)nc([N+](=O)[O-])c1C(=O)O
  1% | 1%[9.22 µM] | 3% | 10% | -12% | 14% | 3%
O=C(O)CC(=O)NC12CC3CC(CC(C3)C1)C2
  3%&3% | 1%&10% | 1%&0% | -6%&16% | -16%&-11% | 0%&-2% | 17%&26%[38.3 µM]
CCOC(=O)c1c(-c2cccc(C)c2)csc1NC(=O)C1CC=CCC1C(=O)O (configuration not stated)
  3% | ? | -7% | -6% | -6% | 26% | 6%[38.3 µM]

Following part
Each structure is followed by: CBFb-RUNX1 inh | Lamin A splicing | Luc counter | HTT ATP protect | SMN2 splice enh | HTT aggregate | IMPase Li cell
COc1cccc(-n2cnc3sc(C)cc3c2=O)c1
  2% | -4%[46 µM] | 3% | 0%[10 µM] | nt | -8%[9.22 µM] | 5%
COC(=O)c1ccc(COC(=O)CNS(=O)(=O)c2ccccc2)cc1
  1% | nt | 0% | 3%[10 µM] | nt | 5%[9.22 µM] | -5%
COc1ccc(/C=C/C(=O)N(C)c2ccccc2C(=O)O)cc1
  13% | ? | -1% | -21% | 7% | 8% | 2%
O=C(CNC(=O)c1ccc2c(c1)OCO2)N/N=C(Br)/C=C/c1ccccc1
  -11% | ? | -5% | -24%[10 µM] | -11% | 16% | 0%
CCOC(=O)c1sc(NC(=O)C(C)C)c(C#N)c1C
  3% | 8%[46 µM] | 0% | 3%[10 µM] | nt | 6%[9.22 µM] | 24%
Cc1cc2c(c(=O)n1C)C(Cc1ccccc1)C(C#N)=C(N)O2 (configuration not stated)
  4% | -17% | -2% | -30%[0.074 µM] | 4% | 16% | 6%
CN(C)CCOC(=O)C1(c2ccccc2)CCCC1
  -3% | 16% | -5% | 9% | -4% | 0% | 22%[38.3 µM]
COC(=O)c1cc2c(=O)n3cccc(C)c3nc2n(Cc2cccnc2)c1=N
  1% | -4% | 0% | -9% | nt | -7% | -3%[38.3 µM]
CC1CN(C(=O)c2cc3c(=O)n4ccccc4nc3s2)CC(C)O1 (configuration not stated)
  2% | -5% | 4% | -2% | ? | 13% | 0%[38.3 µM]
O=C(CCOc1ccccc1)N1CCN(S(=O)(=O)c2cccs2)CC1
  2% | -6% | -3% | -1% | -9% | 21% | -13%[38.3 µM]
O=C(OC(C(=O)Nc1ccc([N+](=O)[O-])cc1Br)c1ccccc1)c1ccccc1 (configuration not stated)
  ? | -4%[46 µM] | 6% | -22% | -11% | -12% | 2%
N#CC(C#N)=CNc1cccnc1
  10% | nt | nt | 3%[10 µM] | nt | -4%[9.22 µM] | nt
Cc1cccc(N2C(=O)CC(N3CCOCC3)C2=O)c1 (configuration not stated)
  1% | -3% | 0% | 7% | nt | 4% | 15%[38.3 µM]
COc1cc(C2C(C#N)=C(N)Oc3cc(O)ccc32)cc2c1OCO2 (configuration not stated)
  -2% | -14% | 0% | -30% | 2% | 9% | 14%[38.3 µM]
O=C(NC(=S)Nc1ccc(S(=O)(=O)Nc2ccccc2)cc1)C1CC1
  16% | 10%[46 µM] | 0% | -5%[10 µM] | 4% | -13% | 15%

Next part:
Compound | CBFb-RUNX1 inh | Lamin A splicing | Luc counter | HTT ATP protect | SMN2 splice enh | HTT aggregate | IMPase Li cell
CCOC(=O)c1c(C)c(C#N)c2c3ccccc3ccn12 | 0% | 6% | -1% | ? | -34%[inhibitor] | -9% | 14%[38.3 µM]
CC(=O)c1ccc(NC(=O)OCCN2CCN(Cc3ccccc3)CCC2=O)cc1 | 14% | nt | 1%[39.9 µM] | -25% | nt | nt | 0%
Cc1noc(NS(=O)(=O)c2ccc(NC(=O)CCCOc3ccc(Cl)cc3Cl)cc2)c1C | -11% | 2% | 1% | 16%[10 µM] | -2% | -8% | 8%
COc1ccc(OC)c(NC(=O)COC(=O)/C=C/c2ccccc2Cl)c1 | -3% | -10% | 3% | 5%[10 µM] | -1% | -7% | -7%
COc1ccc(-c2ccnc3nc(/N=C/N(C)C)nn23)cc1 | -14% | -3%[46 µM] | -2% | 3%[10 µM] | 25% | 23% | -17%
CCOC(=O)CNC(=O)C(=O)c1c(O)[nH]c2ccccc12 | 5% | -2% | 4% | -42%[inhibitor] | ? | -23% | 6%[38.3 µM]
O=S(Cc1ccccc1)CC(O)(c1ccc(Cl)cc1)c1ccc(Cl)cc1 (configuration not stated) | 3% | ? | -3% | -58%[inhibitor] | -9% | ? | 11%[38.3 µM]
CN(C)c1ccc(C(=O)NNC(=O)Nc2ccccc2)cc1 | 2% | -17%[46 µM] | -3% | -22% | -6% | 10% | -1%
O=C(c1ccc(Cl)cc1)C1CCCN(Cc2cnn(-c3ccccc3)c2)C1 (configuration not stated) | 0% | nt | nt | 5%[10 µM] | nt | 9%[9.22 µM] | 16%
O=C(N/N=C/c1ccccc1C(F)(F)F)c1ccc(O)cc1 | 0% | 5%[46 µM] | 1% | -15%[10 µM] | 28% | -8%[9.22 µM] | 3%
CCCNc1nc2ccccc2c(=O)[nH]1 | 0% | 5%[46 µM] | -1% | 13% | 15% | -20% | -3%
COc1ccc(CCNC(=O)C23CCC(C)(C(=O)C2=O)C3(C)C)cc1OC (configuration not stated) | 4% | 3%[46 µM] | -3% | -5%[10 µM] | -32%[inhibitor] | 17% | 5%
Cc1ccc(O)c(C(CC(=O)N2CCCC2)c2ccccc2)c1 (configuration not stated) | 5% | -4% | 2% | 10% | 7% | -3% | 7%
O=C(CSc1ccccc1F)NC1CCS(=O)(=O)C1 (configuration not stated) | 8% | -3%[46 µM] | -2% | -12% | -14% | 9% | 7%
O=C(CN1CCC(n2nnc3cc(F)ccc32)CC1)NCc1ccco1 | ? | 6% | 2% | 4% | -1% | -7% | 14%[38.3 µM]
Cc1ccc(-c2cc(-c3ccccc3O)nc(N/N=C/c3cccnc3)n2)cc1 | 0% | 7% | -5% | -74%[inhibitor] | -12% | 6% | 0%[38.3 µM]
Cc1ccc(S(=O)(=O)N2CCC(C)CC2)c([N+](=O)[O-])c1 | 7% | nt | 1% | nt | -8% | -13% | 2%
O=C(NCc1ccc2c(c1)OCO2)c1cc(-c2cc(Cl)ccc2O)n[nH]1 | 1% | nt | nt | -21%[10 µM] | nt | -22%[9.22 µM] | nt
CC(C)N1CCC(N2CCN(C3CCCC3)CC2CCO)CC1 (configuration not stated) | 3% | -3%[46 µM] | 2% | 10%[10 µM] | 5% | -17%[9.22 µM] | -4%
COc1cccc(C2C3=C(CC(C)(C)CC3=O)Nc3cc(OC)c(OC)cc32)c1 (configuration not stated) | 2% | nt | 0% | -40%[inhibitor] | 10% | -16% | -29%
CC(=O)N(c1cccc(Br)c1)c1nc(C)cc(C)c1C#N | 2% | nt | nt | -4%[10 µM] | nt | -13%[9.22 µM] | nt
O=c1c(-c2cc(F)cc(F)c2)nc2cnc(Oc3ccccc3)nc2n1C1CC1 | nt | nt | -1% | 26% | -4% | nt | -1%
Brc1ccc(-c2csc(N/N=C/c3ccco3)n2)cc1 | -6% | -2%[46 µM] | 1% | -39%[inhibitor] | ? | -10% | 5%
